RORg inh = ROR gamma (mouse) transcription inhibition. P51450. Potency, µM (highest dose often 53.6 µM), inactives show top-dose activity change, negative = inhibition, most hits filed as inhibitors. Drosophila S2 Gal4-RORgamma UAS-luciferase reporter, 20 h. hit rate 5.4% among 310,000; note: nearly all actives have a fitted effect of over 60% in size
Target sequence (P51450 whole entry, looked up, the tested form may be a part): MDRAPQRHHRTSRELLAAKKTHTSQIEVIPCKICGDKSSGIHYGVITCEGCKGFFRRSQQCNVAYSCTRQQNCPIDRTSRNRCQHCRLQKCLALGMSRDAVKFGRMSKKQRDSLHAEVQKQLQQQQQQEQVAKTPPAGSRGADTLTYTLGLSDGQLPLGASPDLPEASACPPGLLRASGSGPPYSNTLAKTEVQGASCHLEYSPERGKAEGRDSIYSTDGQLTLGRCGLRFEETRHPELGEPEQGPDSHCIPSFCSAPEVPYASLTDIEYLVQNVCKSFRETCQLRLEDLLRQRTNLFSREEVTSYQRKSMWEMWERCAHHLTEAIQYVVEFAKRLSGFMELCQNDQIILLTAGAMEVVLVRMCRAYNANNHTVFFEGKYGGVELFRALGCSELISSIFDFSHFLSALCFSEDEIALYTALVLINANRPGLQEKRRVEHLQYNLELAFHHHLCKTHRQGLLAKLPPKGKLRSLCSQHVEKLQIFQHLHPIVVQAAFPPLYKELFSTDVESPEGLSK
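Schneider cells (Drosophila), stable Gal4 DBD–ROR gamma + UAS-luc; 1 hr cmpd preincubation; Cu2+ induction 700 uM final; 20 hr ambient; luminescence.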
Gal4-VP16 FLuc = counter-screen for ROR gamma inhibitors: Gal4-VP16 reporter; Potency, µM (doses to about 53.6 µM), for the others: top-dose activity, negative = inhibition, most hits filed as inhibitors; AID 2546; Drosophila S2 Gal4-VP16 UAS-luciferase, luminescence, 20 h; hit rate 3.5% among 310,000;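 note: Gal4-VP16 expression switched on by copper sulfate through the metallothionein promoter; nearly all actives have a fitted effect of over 50% in size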
* hit, by the source's call; ? = inconclusive; & = joins results of further samples; [ ] = another dose, or the depositor's remark. Calls come from the whole dose curve; as a rule, active = well fitted curve in the direction sought with a large enough effect; inconclusive = small, poorly fitted or top-dose-only effect, or another doubt; inactive = no such curve, though single readings can be large; an effect the other way counts as inactive or inconclusive. % is set by controls: 0 for no effect and ±100 for the full control effect; potency is the fitted concentration of half-maximal effect. Only part of the results is shown (hit frequency here may not be typical).

SMILES	RORg inh	Gal4-VP16 FLuc
CCN1CCN(C(=O)NC(C(=O)NC2C(=O)N3C(C(=O)O)=C(CSc4nnnn4C)CSC23)c2ccc(O)cc2)C(=O)C1=O (stereo not drawn)	0%&40%	-8%&1%
COc1ccco1	4%	4%
C/C=C(/C)C(=O)O[C@H]1CC(C)=CC(=O)[C@@]2(C)CC[C@@](O)(C(C)C)[C@H]12	-8%	-5%
CC1Nc2ccc(Cl)cc2S(=O)(=O)N1 (stereo not drawn)	-1%	-1%
C=C(C(C)=O)C(O)c1ccc(C(F)(F)F)cc1 (stereo not drawn)	5%	3%
C=CC(=O)OCCCC	-9%	9%
O=C(c1csnn1)N1CCC2(CCCN(c3ccccn3)C2)CC1	39%	9%
O=C1NC[C@H](c2ccccc2)N1	-8%	-3%
CC(=O)OCC(NC(=O)C(Cc1ccccc1)NC(=O)OC(C)(C)C)C1OC(n2cc(F)c(=O)[nH]c2=O)C(OC(C)=O)C1OC(C)=O (stereo not drawn)	-24%	-1%
C=CCOC(=O)N[C@@H](Cc1ccccc1)/C(C(=O)OC)=C(\C)NCc1ccccc1	?	6%
CN(C)c1ncnc2ccc(-c3cccnc3)cc12	?	-10%
Cc1noc(C)c1-c1cncnc1NC1CC1	-14%	-3%
COc1ccc(NC(=O)N2CCCC3(CCN(S(=O)(=O)c4ccccc4)CC3)C2)cc1	-25%	-1%
CCCn1c(C)nc2c(NCCN3CCCCC3)nc(C)nc21	-1%	-4%
COc1ccc(CNc2ccnc(-c3ccoc3)n2)c(OC)c1	33%	4%
CN1CCCC2(CCN(C(=O)c3cccn3C)CC2)C1	-6%	3%
CN(C)c1ncc2nc(-c3cc(F)cc(F)c3)c(=O)n(CCc3ccccc3)c2n1	2%	-6%
O=C(N/N=C\c1ccc([N+](=O)[O-])o1)c1ccc(O)cc1	?	?
CC(=O)c1c(O)cccc1O	?	-4%
CS(=O)(=O)Nc1cccc(-c2nc(NCc3cccnc3)c3ccccc3n2)c1	15%	2%
COc1ccc(-c2c(C3C4C=CCC(C)C4C(=O)N3Cc3ccccc3)ccc3ccccc23)cc1OC (stereo not drawn)	6%	6%
COc1cc(OC)c2c(c1C(CCN1CCCC1)c1ccc(N(C)C)cc1)OC(=O)CC2c1ccc(N(C)C)cc1 (stereo not drawn)	15%	-10%
COc1ccc(NC(=O)N2CCCC3(CCN(C(=O)c4ccncc4)CC3)C2)cc1	-2%	-17%
Nc1nc2c(nc(Br)n2[C@@H]2O[C@H]3COP(=O)(O)O[C@H]3[C@@H]2O)c(=O)[nH]1	-12%	-1%
COCCN(CCOC)c1nc(C)nc2c1nc(-c1ccccc1)n2CCCN(C)C	-28%	4%

Complete entries, looked up by structure. Order of values: RORg inh	Gal4-VP16 FLuc
Shown for `CC(=O)OCC(NC(=O)C(Cc1ccccc1)NC(=O)OC(C)(C)C)C1OC(n2cc(F)c(=O)[nH]c2=O)C(OC(C)=O)C1OC(C)=O` (stereo not drawn) = -24%	-1%
Shown for `O=C1NC[C@H](c2ccccc2)N1` = -8%	-3%
Shown for `COc1ccc(CNc2ccnc(-c3ccoc3)n2)c(OC)c1` = 33%	4%

(further entries)
SMILES	RORg inh	Gal4-VP16 FLuc
CN(C)c1ncc2ncc(=O)n(C3CC3)c2n1	5%	-4%
CCCCC#CC1C=CC(Oc2cc(OC)c(OC)c(OC)c2)C(CO)O1 (stereo not drawn)	18%[10 µM]	-8%[10 µM]
O=C1OC(=O)c2c(Cl)c(Cl)c(Cl)c(Cl)c21	-9%	-2%
CC(=O)Nc1ccc(-c2nc3ccc(Cl)cc3[nH]2)cc1	-40%	-30%
CCCC(Cl)CCCC(Cl)CCC(Cl)CCC(Cl)CCC(Cl)CCCC(Cl)CCC (stereo not drawn)	-6%	7%
COc1ccc(C(=O)N2CCC3(CC2)CCN(c2ccncc2)CC3)cc1	-24%	-12%
CCOC(=O)CNC(=O)O[C@@H]1C(=O)c2cc(Br)ccc2O[C@H]1c1cccc(OC)c1	-8%	-21%
Cn1nnnc1SCC1=C(C(=O)O)N2C(=O)C(NC(=O)C(O)c3ccccc3)C2SC1 (stereo not drawn)	-22%	?
Cc1ccccc1Nc1oc(-c2ccccc2)nc1-c1ccccc1F	-5%	-4%
O=C(N/N=C1/C[C@@H](O)[C@@H](O)[C@@H]2[C@@H]3C(=O)N(Cc4ccc5c(c4)OCO5)C(=O)[C@H]3CC[C@H]12)OCc1ccccc1	2%[10 µM]	2%[10 µM]
CC(C)NC[C@@H](O)COc1ccccc1-n1cccc1	15%	15%
COc1cc(O)c(C(=O)/C=C\c2ccc3c(c2)OCO3)c(OC)c1	3%[10 µM]	?
NC(=O)/N=N/C(N)=O	?	-2%
COC(=O)C/C=C\[C@H](C)[C@@H](OCc1ccccc1Br)C(C)C	-18%[10 µM]	-6%[10 µM]
CC(C)CO/N=C1/C[C@@H](O)[C@@H](O)[C@@H]2[C@@H]3C(=O)N(C4CCCCC4)C(=O)[C@H]3CC[C@H]12	12%[10 µM]	7%[10 µM]
CC1=CCc2c(cc3oc(C)cc(=O)c3c2O)OC1	17%	26%
COc1ccccc1CNc1ncncc1-c1cccc(C#N)c1	3%	4%
C[C@@H](CN1c2ccccc2Sc2ccccc21)N(C)C	0%[16.9 µM]	9%[17 µM]
CC[C@H](C)[C@@H](NC(=O)O[C@H]1C(=O)c2cc(OC)ccc2O[C@@H]1c1ccc(OC)c(Br)c1)C(=O)OC	-7%	-5%
CC(C)CC(N)C(=O)NC(C)C(=O)O (stereo not drawn)	-1%	6%
CCCCNc1nc(C)nc2c1nc(-c1ccccc1)n2CCCN1CCCCC1C (stereo not drawn)	-20%	-7%
COc1ccc(NC(=O)N2CC[C@@]3(CCCN(C(=O)c4ccncc4)C3)C2)cc1	22%	-2%
COc1ccc(C2/C=C\CN(C(=O)c3ccccc3)C(C)C(=O)N2Cc2ccc(F)cc2)cc1 (stereo not drawn)	-20%	-16%
O=c1cc(-c2cccc(O)c2)oc2c(O)c(O)ccc12	-24%	6%
CN(C)Cc1ccccc1-c1nccc(N(C)Cc2ccco2)n1	23%	-6%

A second format for 5 compounds above:
Compound,RORg inh,Gal4-VP16 FLuc
Cc1ccccc1Nc1oc(-c2ccccc2)nc1-c1ccccc1F,-5%,-4%
O=C(N/N=C1/C[C@@H](O)[C@@H](O)[C@@H]2[C@@H]3C(=O)N(Cc4ccc5c(c4)OCO5)C(=O)[C@H]3CC[C@H]12)OCc1ccccc1,2%[10 µM],2%[10 µM]
CC(C)NC[C@@H](O)COc1ccccc1-n1cccc1,15%,15%
COc1cc(O)c(C(=O)/C=C\c2ccc3c(c2)OCO3)c(OC)c1,3%[10 µM],?
NC(=O)/N=N/C(N)=O,?,-2%

Continuation.
SMILES	RORg inh	Gal4-VP16 FLuc
CC(C)CC(NC(=O)NC(CCC(=O)O)C(=O)O)C(=O)O (stereo not drawn)	2%	3%
COc1cccc(N(C)C(=S)Oc2ccc3c(c2)CCCC3)n1	-3%[10 µM]	?
COCC(=O)N1CCC2(CCCN(c3ccc(-c4ccccc4)cc3)C2)CC1	14%	16%
CNC(=O)C1(C)C=CC2(CCCCC2)N1C(C)=O (stereo not drawn)	2%	-8%
CC(=O)OC1CCC2(C)C(CCC3(C)C2C(=O)C=C2C4CC(C)(C(=O)OCCN5CCCCC5)CCC4(C)CCC23C)C1(C)C (stereo not drawn)	-9%	-1%
c1ccc(-c2ccc(N3CC[C@@]4(CCCNC4)C3)cc2)cc1	-29%	-15%
N#CCCn1c(=O)c(-c2cccs2)nc2cnc(OCc3ccccc3)nc21	-44%	2%
CCC1=C2CC[C@H]3C(=O)N(c4ccccc4)C(=O)[C@H]3[C@H]2[C@@]2(C)C(=O)N(CC(=O)OC)C(=O)N2C1=O	3%	2%
COC(=O)C1=CO[C@@H](C)[C@@H]2CN3CCc4c([nH]c5ccccc45)[C@@H]3C[C@H]12	18%	-12%
CC12CCC3c4ccc(OCc5ccccc5)cc4CCC3C1CC(O)C2O (stereo not drawn)	22%	-9%
CCN1C(=O)[C@H]2[C@H]3[C@H](O)[C@H](O)C/C(=N/NC(=O)OCc4ccccc4)[C@H]3CC[C@@H]2C1=O	5%[10 µM]	-8%[10 µM]
COC(=O)c1cccc(C23CC4(C2)[C@H](CN(CC2CCCCC2)[C@@H]4c2ccccc2)C3c2ccc(C(F)(F)F)cc2)c1 (stereo partly drawn)	-11%	3%
CC(=O)OC1C=C[C@]2(C)C(CC(OC(C)=O)[C@@]3(C)C4=CC(=O)OC(c5ccoc5)[C@]4(C)CCC23)C1(C)C (stereo partly drawn)	-28%	-1%
FC(F)(F)c1ccccc1-c1nc(Nc2ccncc2)c2ccccc2n1	11µM*	?
CC(C)=CCCC(C)C1CC[C@@]2(C)C3=C(CC[C@@]12C)C1(C)CCC(O)C(C)(C)C1CC3 (stereo partly drawn)	-34%	3%
COC(=O)[C@@]1(Cc2ccc(OC)cc2)[C@H]2c3cc(C(=O)N4CCCC4)n(CCCNc4ncc(C(F)(F)F)cc4Cl)c3C[C@H]2CN1C(=O)c1ccccc1	1%	-6%
N#Cc1cccc(NC(=O)N2CCC3(CC2)CCN(C(=O)c2csnn2)CC3)c1	-7%	-9%
COC(=O)N1CCC2(CCCN(Cc3cc(C(F)(F)F)cc(C(F)(F)F)c3)C2)CC1	-5%	13%
COC(=O)c1ccc(C(NC(=O)OCc2ccccc2)/C(C)=C/[C@@H](C)C(=O)NCCc2c[nH]c3ccc(OC)cc23)cc1 (stereo partly drawn)	?	-7%
O=C(c1cc(C(F)(F)F)cc(C(F)(F)F)c1)N1CCC2(CC1)CN(Cc1ccccc1)C2	-22%	3%
Cc1ccc(F)c(C2C3C=CCCC3(C)C(=O)N2Cc2ccccc2)c1 (stereo not drawn)	?	32µM*
CC(Cc1ccccc1)C(=O)NCCc1c[nH]c2ccccc12 (stereo not drawn)	?	-15%
CCNc1ncc2nc(-c3ccc(F)cc3)c(=O)n(CCOC)c2n1	3%	4%
Nc1nc2nc(Cl)[nH]c2c(=O)[nH]1	-3%	0%
O=C(c1ccncc1)N1CCC[C@@]2(CCN(c3ccccn3)C2)C1	0%	-2%
Next records follow.
SMILES	RORg inh	Gal4-VP16 FLuc
C[C@@H]1C[C@@H]([C@@H](C)CC2CC(=O)NC(=O)C2)C(=O)[C@@H](C)C1	0.22µM*	0%
CCCCCCCCCCCCCCCC(=O)OCC(COP(=O)(O)OCC[N+](C)(C)C)OC(=O)CCCCCCCCCCCCCCC (stereo not drawn)	-2%	8%
CC(=O)N1C2(C=CC1(C)C(=O)NCc1cc(F)cc(C(F)(F)F)c1)CCCCC2 (stereo not drawn)	?	-3%
C#C[C@]1(OC(C)=O)CC[C@H]2[C@@H]3CCC4=CC(=O)CC[C@@H]4[C@H]3CC[C@@]21C	?	1%
c1ccc(Nc2ncnc3ccc(-c4cccnc4)cc23)cc1	3%	-13%
CCC[C@H]1C[C@H](C(=O)N[C@H]([C@@H]2O[C@H](SC)[C@@H](O)[C@H](O)[C@@H]2O)[C@H](C)O)N(C)C1	14%[16.9 µM]	-3%[17 µM]
CCCCC1=CC2=CC(=O)C(C)(OC(=O)c3ccc(Cl)nc3)C(=O)C2=CO1 (stereo not drawn)	20%	1%
Cc1cc(C(=O)N[C@@H](c2ccccc2)[C@]2(C)C[C@H]2[C@@H](C)C(=O)Nc2ccc3ccccc3c2)n(C)n1	0%	-15%
CNCC(=O)NC(CCCN=C(N)N)C(=O)NC(C(=O)NC(Cc1ccc(O)cc1)C(=O)NC(C(=O)NC(Cc1cnc[nH]1)C(=O)N1CCCC1C(=O)NC(C)C(=O)O)C(C)C)C(C)C (stereo not drawn)	-3%	-9%
CNC(=O)C[C@@H](N)C(=O)N[C@@H](C(=O)N[C@@H]1C(=O)N2[C@@H]1SC(C)(C)[C@@H]2C(=O)O)c1ccc(O)cc1	1%	3%
N[C@H]1CCN(O)C1=O	13%&-17%	-9%&1%
Cc1cccc(CNc2ncncc2-c2cccc(C#N)c2)c1	28%	6%
COC(=O)N1CCC2(CCN(C(=O)NC(C)C)CC2)CC1	6%	5%
Cc1cnc(CNc2ncncc2-c2ccc(N(C)C)cc2)cn1	23%	-1%
CC(=O)OCC1OC(C#Cc2ccccc2)C=CC1OC(C)=O (stereo not drawn)	?	?
CN(C)c1ccc(-c2nc(NCCc3cnc[nH]3)c3ccccc3n2)cc1	?	?
C=C1C(C2(C)C=CC(=O)C(C)(C)C2CC(=O)OC)CC[C@@]2(C)C(c3ccoc3)OC(=O)C3OC132 (stereo partly drawn)	27%	-12%
N#Cc1cccc(NC(=O)N2CC[C@@]3(CCCN(C(=O)c4cnccn4)C3)C2)c1	1%	8%
COC(=O)c1ccc(C(NC(=O)OCc2ccccc2)/C(=C/[C@@H](C)C(=O)Nc2ccc(OC)cc2)c2cccnc2)cc1 (stereo partly drawn)	11%	-7%
COc1ccc(C(=O)N2CCC[C@@]3(CCN(C(=O)Nc4cccc(F)c4)C3)C2)cc1	-29%	-1%
NC(=O)c1ccc[n+]([C@@H]2OC(COP(=O)([O-])OP(=O)(O)OCC3OC(n4cnc5c(N)ncnc54)C(O)C3O)C(O)C2O)c1 (stereo partly drawn)	-23%	-3%
O=C(O)[C@@H](O)[C@@H](O)[C@H](O)C(=O)CO	6%[10 µM]	-1%

Gathered by group: the compounds so far with an aryl thioether with sulfur outside any ring
SMILES	RORg inh	Gal4-VP16 FLuc
CCN1CCN(C(=O)NC(C(=O)NC2C(=O)N3C(C(=O)O)=C(CSc4nnnn4C)CSC23)c2ccc(O)cc2)C(=O)C1=O (stereo not drawn)	0%&40%	-8%&1%
Cn1nnnc1SCC1=C(C(=O)O)N2C(=O)C(NC(=O)C(O)c3ccccc3)C2SC1 (stereo not drawn)	-22%	?

Screens as filed in PubChem BioAssay.
